# LMP1 NFkB inh – reduces LMP1-driven NF-kappaB luciferase signal. LMP1-induced NF-kappaB luciferase reporter cells, luminescence. inhibition, % at 12.5 µM. hit rate 0.69% among 350,000; in the data active = inhibition above about 41%;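 note: 0% = neutral control wells and 100% = reference inhibitor control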
# C8 TRAIL sens – caspase-8 TRAIL sensitization; NB7+C8 cells + TRAIL, ATPlite viability luminescence; inhibition (viability loss, TRAIL sensitization), % at 10 µM; hit rate 1% among 360,000;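 active = compounds causing at least 50% loss of cell viability in the single-dose screen, relative to plate controls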
# TLR9-MyD88 inh – TLR9-MyD88 interaction inhibition | CHO BLA complementation TLR9-MyD88, CCF4 FRET ratio | inhibition, % at 4.98 µM | AID 504734 | hit rate 0.21% among 340,000;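 active = inhibition above the mean over all tested compounds plus 3 SD, cut at about 21% in these data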;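 note: 0% = DMSO only wells and 100% = clavulanate BLA inhibitor control wells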
# NOD2 RIPK2 PPI – inhibitors of human NOD2-RIPK2 interaction. hit rate 0.38% among 360,000. CHO BLA complementation NOD2-RIPK2, CCF4 ratio. inhibition, % at 4.98 µM; in the data active = inhibition above about 21%;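 note: 0% = vehicle only and 100% = reference blocker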
# Vif imaging – blocks HIV Vif function; hit rate 0.35% among 340,000; inhibition, % at 7.49 µM; HEK293T cells, Vif self-association by quenched fluorescence, imaging, 24 h; in the data active = inhibition above about 50%, passing the limit was not always enough; note: some results filed as inactive read as strong as hits
# NR2F2 inh – NR2F2 (human) inhibition, primary screen | HEK293T NGFI-A luciferase reporter, luminescence | hit rate 0.7% among 370,000 | inhibition, % at 8.6 µM;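 active = inhibition above a per-plate cutoff, mean inhibition of test wells between control levels plus 3 SD, cut at about 38% in these data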;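 note: cells cotransfected with COUP-TFII expression vector driving the NGFI-A reporter; 0% = median of COUP-TF2 test wells and 100% = reporter-only cells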
# NR5A2 inv ag – suppresses constitutive activity of human LRH-1; HEK293T StAR-luciferase reporter, LRH-1 transfected, 24 h; inhibition, % at 3.6 µM; AID 602396; hit rate 0.13% among 360,000; O00482;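 active = inhibition above the mean inhibition of all tested compounds plus 3 SD, cut at about 73% in these data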;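 note: 0% = DMSO wells and 100% = reporter-only cells lacking LRH-1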
# NCOA3 inh – inhibitors of human steroid receptor coactivator 3 (SRC3). hit rate 0.17% among 360,000. HEK293 GAL4-SRC3 luciferase reporter, luminescence. AID 588352. inhibition, % at 3.6 µM;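 active = inhibition above a per-campaign cutoff, the mean of all compounds plus 3 SD, cut at about 60% in these data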;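 note: 0% = DMSO-treated cells and 100% = gossypol-treated cells at 36 µM; higher means less SRC3-driven luciferase light from the GAL4 reporter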
# SRC1 inh – inhibitors of human steroid receptor coactivator 1 (SRC1) | AID 588354 | HEK293 GAL4-SRC1 luciferase reporter, luminescence | hit rate 0.12% among 360,000 | Q15788 | inhibition, % at 3.6 µM;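 active = inhibition above the campaign mean plus 3 SD, with each screening campaign given its own cutoff, cut at about 60% in these data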;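 note: 0% = DMSO treated cells and 100% = gossypol at 36 µM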
# NCOA2 inhibitor – human SRC2 (NCOA2) inhibition; Q15596; HEK293 GAL4-SRC2 luciferase reporter, luminescence; inhibition, % at 9 µM; hit rate 0.17% among 370,000;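 active = inhibition above the mean inhibition of all tested compounds plus 3 SD, set per campaign, cut at about 52% in these data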;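 note: 0% = DMSO treated cells and 100% = cells given Gossypol at 36 µM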
# Target sequence (Q15596 whole entry, looked up, the tested form may be a part): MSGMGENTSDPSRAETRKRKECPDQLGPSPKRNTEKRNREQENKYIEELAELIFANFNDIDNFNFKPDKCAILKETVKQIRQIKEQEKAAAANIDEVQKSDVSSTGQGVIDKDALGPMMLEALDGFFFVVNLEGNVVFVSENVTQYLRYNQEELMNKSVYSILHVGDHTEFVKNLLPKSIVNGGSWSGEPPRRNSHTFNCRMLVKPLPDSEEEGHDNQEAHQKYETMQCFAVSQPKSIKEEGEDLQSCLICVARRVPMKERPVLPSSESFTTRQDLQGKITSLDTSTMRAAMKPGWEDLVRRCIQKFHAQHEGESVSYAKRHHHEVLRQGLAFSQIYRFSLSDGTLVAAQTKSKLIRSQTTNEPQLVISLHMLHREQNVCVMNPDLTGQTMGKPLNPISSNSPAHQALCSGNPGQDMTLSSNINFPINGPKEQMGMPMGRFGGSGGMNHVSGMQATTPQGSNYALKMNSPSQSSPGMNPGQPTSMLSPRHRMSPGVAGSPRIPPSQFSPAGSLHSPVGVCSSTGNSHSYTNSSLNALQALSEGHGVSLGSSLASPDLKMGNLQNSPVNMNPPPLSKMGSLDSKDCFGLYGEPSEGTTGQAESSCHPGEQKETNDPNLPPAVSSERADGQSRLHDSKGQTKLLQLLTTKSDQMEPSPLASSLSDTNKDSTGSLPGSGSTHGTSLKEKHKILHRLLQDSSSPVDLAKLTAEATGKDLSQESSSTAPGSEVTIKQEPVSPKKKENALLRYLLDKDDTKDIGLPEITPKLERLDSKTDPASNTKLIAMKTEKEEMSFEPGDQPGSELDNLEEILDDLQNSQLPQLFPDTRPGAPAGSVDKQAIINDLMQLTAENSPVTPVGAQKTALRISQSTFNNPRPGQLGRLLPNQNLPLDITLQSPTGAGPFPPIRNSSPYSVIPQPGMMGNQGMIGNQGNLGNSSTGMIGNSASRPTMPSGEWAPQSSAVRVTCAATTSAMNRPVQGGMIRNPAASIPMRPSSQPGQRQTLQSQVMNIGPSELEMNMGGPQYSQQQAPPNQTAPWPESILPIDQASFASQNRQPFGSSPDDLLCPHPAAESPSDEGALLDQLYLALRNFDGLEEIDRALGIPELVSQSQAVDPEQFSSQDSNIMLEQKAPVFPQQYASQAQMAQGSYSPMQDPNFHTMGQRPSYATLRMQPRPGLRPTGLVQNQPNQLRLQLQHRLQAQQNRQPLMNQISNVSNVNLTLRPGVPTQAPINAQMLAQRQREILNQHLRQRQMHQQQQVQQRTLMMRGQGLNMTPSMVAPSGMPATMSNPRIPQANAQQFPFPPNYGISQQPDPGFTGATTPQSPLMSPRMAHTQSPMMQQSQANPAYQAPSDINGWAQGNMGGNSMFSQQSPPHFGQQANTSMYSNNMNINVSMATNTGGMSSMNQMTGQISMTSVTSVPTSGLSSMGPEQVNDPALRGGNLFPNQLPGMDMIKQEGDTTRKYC
# TROY signal inh – blocks TROY-dependent signaling in reporter cells | Q293 LMP1-TROYcd NF-kB luciferase reporter, 4 h | hit rate 0.98% among 360,000 | inhibition, % at 10 µM;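 active = compounds whose plate-normalised and pattern-corrected inhibition of the luciferase reporter signal at the single screening dose is 50% or more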
# * marks the source's active call; other numbers are inactive results; / = not tested or not shown.
SMILES,LMP1 NFkB inh,C8 TRAIL sens,TLR9-MyD88 inh,NOD2 RIPK2 PPI,Vif imaging,NR2F2 inh,NR5A2 inv ag,NCOA3 inh,SRC1 inh,NCOA2 inhibitor,TROY signal inh
CCOC(=O)/C(=C\c1ccc(C)cc1)NC(=O)c1ccccc1,5,0,-5,-7,-1,2,-4,14,8,8,14
COc1cc(C(=O)COC(=O)c2ccco2)cc(OC)c1OC,0,-6,-2,-6,22,-1,-11,8,-7,11,-18
CCc1nc2c(OCCC3CCCCC3)cccn2c1N(C)C(=O)c1ccncc1,/,-8,/,-2,4,-11,-4,-45,-3,-2,1
Cc1nn(Cc2c(Cl)cccc2Cl)c(C)c1C(=O)NCc1ccc(C)n1C,1,-19,-2,-13,-1,-2,20,-6,9,-14,-17
CCOC(=O)/C(C#N)=C/Nc1ccccc1OC,-34,21,0,-7,9,-20,-77,-49,-91,-60,-82
CC(=O)Nc1ccc(S(=O)(=O)NC2(C(F)(F)F)NC(=O)N(C3CCCCC3)C2=O)cc1 (stereo unspecified),6,-2,0,-1,11,4,-3,-2,11,6,12
Cc1cc(C(=O)NCC(c2cccs2)N2CCOCC2)ccc1[N+](=O)[O-] (stereo unspecified),-8,-1,-1,5,1,-1,13,10,-6,10,-6
CCCCn1c(=O)[nH]c(=O)c2c1nc(-c1ccccc1F)n2Cc1ccccc1,4,25,-6,-4,-3,-23,3,7,5,-6,-16
O=C(Cc1ccc(F)cc1)Nc1cc(S(=O)(=O)N2CCOCC2)ccc1N1CCCCC1,-5,6,-3,-7,-3,10,-11,4,-2,-11,-10
S=C(NCc1ccco1)N1CCN(c2cccc(Cl)c2)CC1,-5,-8,-24,-13,-9,9,-4,-9,12,18,-6
Cn1c(Cc2ccc3c(c2)OCO3)nnc1SCC(=O)N1CCc2ccccc2C1,1,-3,5,-10,1,9,21,5,-1,-2,6
CC(C)NC(=O)N(O)C1N(C(C)C)C(=O)N(Cc2ccc3c(c2)OCO3)C1(C)C (stereo unspecified),4,13,-15,-8,-5,-10,3,19,6,-16,11
COc1ccc(C(=O)N2CC(c3ccccc3)CC2=O)cc1 (stereo unspecified),2,14,6,-11,12,-7,-1,-18,-25,-57,-27
CCOC(=O)C1CCCN(Cc2nc(N)nc(Nc3ccc(C)cc3)n2)C1 (stereo unspecified),4,2,-3,-15,-8,11,5,8,3,0,-14
CC(=O)n1c2ccccc2c2nc(NC(C)C)sc21,-18,0,1,-4,-6,5,-12,-9,-6,-63,-19
CCC(C)c1ccccc1OCC(=O)NN1C(=O)c2ccccc2C1=O (stereo unspecified),0,-16,4,1,0,-15,-2,1,5,-23,9
O=CC1=C(N2CCOCC2)/C(=C/c2ccc(Cl)cc2)CC1,5,-1,-3,1,-4,10,-17,2,2,3,5
Cc1onc(-c2ccccc2)c1C(=O)c1c[nH]c(C(=O)NCc2ccccn2)c1,9,-7,4,-5,-11,10,2,26,7,8,2
COc1ccc(S(=O)(=O)N2CCC(C(=O)NCC(=O)Nc3c(C)cccc3C)CC2)cc1OC,-3,6,-8,6,8,-16,1,10,0,8,-3
CCC(C)n1c(-c2cccc(S(=O)(=O)N(CC)CC)c2)n[nH]c1=S (stereo unspecified),8,-6,3,8,1,15,7,20,-4,3,-37
C[C@@H]1CN([C@H](C)CO)C(=O)c2cc(NC(=O)Cc3ccccc3)ccc2O[C@H]1CN(C)Cc1ccc(Oc2ccccc2)cc1,13,12,-7,-1,-5,5,-12,1,-7,19,7
Cc1ccc(Nc2nc(C(=O)N3CCC(C(=O)NC(C)C)CC3)cs2)cc1,4,4,2,0,1,4,-19,5,-30,-26,-1
CCCCC(=NCCc1c(C)[nH]c2ccc(OC)cc12)C1=C(O)CC(c2ccccc2)CC1=O (stereo unspecified),17,6,9,-2,0,11,12,25,7,28,24
COc1ccc(N2CCN(Cc3cc(=O)oc4cc(C)c(Cl)cc34)CC2)cc1,-31,-18,-5,4,5,-9,-6,-14,-5,3,7
CC(C)Oc1ccc(C(CC(=O)N(C)CCC#N)c2ccc(F)cc2)cc1 (stereo unspecified),-2,1,1,0,-3,-3,0,12,-10,-17,18
Cc1cc(C)cc(N(CC(=O)O)S(=O)(=O)c2c(C)noc2C)c1,-15,-37,6,-6,-18,8,-1,8,15,5,14
COc1ccc(C(=O)Nc2cc3c(cc2C#N)OCO3)cc1S(=O)(=O)N1CCN(C)CC1,-3,-11,-3,-2,13,10,-11,21,-25,-8,-6
CC(NC(=O)COC(=O)/C=C/c1ccc([N+](=O)[O-])cc1)c1ccccc1 (stereo unspecified),9,2,13,-3,5,10,6,4,-4,-35,5
CCCCC(=O)Nc1cccc(NC(=O)c2ccc3c(c2)OCO3)c1,2,-5,-14,-3,-4,-20,1,-1,0,-5,-18
CCN(CC)CCNC(=O)c1ccc(NC(=O)COc2ccc3c(c2)CCC3)cc1,-6,18,-1,8,-2,-2,4,2,-4,3,-19
CCCCSc1nc2sc3c(c2c(=O)[nH]1)CCC3,2,-17,-6,2,/,9,3,12,-4,-4,-2
O=C(NNC(=O)c1nn(-c2ccc(F)cc2)ccc1=O)c1ccc(C(F)(F)F)cc1,-7,-3,-3,-9,19,13,10,28,7,6,-6
Cc1cccc(S(=O)(=O)Nc2ccc(S(=O)(=O)Nc3nccs3)cc2)c1,0,10,-8,-2,12,8,3,23,-1,19,2
CCOc1ccc(C(CCc2ccccc2)NC(=O)c2ccc(OC)c(OC)c2)cc1OCC (stereo unspecified),10,30,3,-1,/,0,5,8,-15,12,10
CC1(C)CC(NCc2ccccc2)CCO1 (stereo unspecified),-2,19,5,-5,-5,-6,-3,21,26,-10,-24
CCc1ccc(C(CC(=O)O)N2Cc3ccccc3C2=O)cc1 (stereo unspecified),-1,-19,-1,-6,-1,-4,19,9,-3,-28,5
O=S(=O)(c1ccccc1)c1nc(-c2ccco2)oc1NCCN1CCOCC1,1,-4,-2,-9,4,10,10,-13,7,4,10
O=C(Cn1cc([N+](=O)[O-])cn1)N1CCN(Cc2ccc3c(c2)OCO3)CC1,5,19,-8,3,-11,-8,12,2,-4,-6,8
O=C1CN(C(=O)c2ccc(F)cc2)c2ccccc2N1,0,-2,-9,-7,-3,-14,-1,2,-10,-7,-16
Cc1nc2ccccn2c1-c1ccnc(=S)[nH]1,-1,-15,-3,1,-10,-18,1,26,29,-9,-19
O=C(COc1cccc(C(F)(F)F)c1)NNC(=O)Cn1c(=O)cnc2ccccc21,-1,1,5,-7,-3,-9,13,4,-7,7,-21
CC1(C)Cc2nc3sc4c(SCC(=O)NCc5ccccc5)ncnc4c3cc2CO1,13,20,-5,8,-3,-43,-45,-90,-78,-31,-21
CCc1c(C)nc2c(Br)cccc2c1SCCC#N,1,2,-13,-5,-34,24,-3,27,7,27,-10
COC(=O)Cn1c(CCS(=O)(=O)c2ccc(C)cc2)nc2ccccc21,1,-5,14,-6,-19,-9,0,-1,-20,5,6
Cc1cccnc1NC(=O)c1ccc(Br)o1,-3,-3,0,-2,6,-21,-4,-6,-8,3,7
CN(C)c1ccc(O)c2c1CC1CC3[C@@H](N(C)C)C(=O)C(C(N)=O)C(=O)[C@]3(O)C(=O)C1C2=O (stereo partly specified),12,0,-16,-4,10,9,-20,-28,-45,-10,-1
COC(=O)c1nn(-c2ccc(OC)cc2)c(=O)cc1Sc1ccc(C)cc1,-4,-16,/,-5,-17,-2,9,7,14,-14,-16
Cn1cncc1C#Cc1c(C=O)n(C)c2ccccc12,-3,-18,-6,10,-2,-24,3,6,10,-23,4
CCOc1ccc2[nH]cc(S(=O)(=O)c3ccc(Cl)cc3)c(=O)c2c1,2,-1,0,-9,-4,16,3,10,5,17,26
CCCCC(=O)N(CCC)CCC,2,17,8,-5,-2,-22,4,-13,-11,3,8
# (next part)
SMILES,LMP1 NFkB inh,C8 TRAIL sens,TLR9-MyD88 inh,NOD2 RIPK2 PPI,Vif imaging,NR2F2 inh,NR5A2 inv ag,NCOA3 inh,SRC1 inh,NCOA2 inhibitor,TROY signal inh
CN(C)CCN(Cc1ccccc1)C(c1cc2ccccc2o1)c1nnnn1C(C)(C)C (stereo unspecified),/,19,/,-1,/,-2,29,/,/,-50,-4
O=C(NCCc1nc2ccccc2[nH]1)c1ccco1,-1,-14,-2,-12,4,16,0,-18,-4,-2,0
CCN(CC)S(=O)(=O)c1cc(NC(=O)CNc2cccc(S(=O)(=O)N3CCCC3)c2)ccc1C,25,30,-1,5,-6,/,42,3,30,/,25
Cc1cc(NC(=O)C(C)C)n(-c2nc3ccccc3s2)n1,-11,0,-7,-3,17,-31,4,-21,-29,3,-11
C/C(=N\NC(=O)c1nnn(-c2nonc2N)c1-c1cccs1)c1ccncc1,6,-2,7,2,0,1,1,11,0,3,4
COc1ccc(CSc2nnnn2-c2ccc(C(N)=O)cc2)cc1[N+](=O)[O-],-13,-4,-12,-15,-7,15,32,-3,8,8,-13
O=C(CS(=O)(=O)c1ccc(F)cc1)N1CCOCC1,6,-31,-1,-3,/,1,4,8,-6,-6,9
COc1ccccc1CNCc1ccc(OC)c2ccccc12,4,0,-9,4,4,7,8,9,-4,-7,-24
Cc1cc(-c2ccc(F)cc2)nc2cc(C(N)=O)nn12,5,-11,7,-5,0,16,9,32,4,-2,5
CC(NC(=O)Nc1ccccn1)N1C(=O)C2C3C=CC(C3)C2C1=O (stereo unspecified),-6,0,3,-5,3,-2,11,1,-5,0,10

# Brought forward from above: 3 entries; new compounds follow.
SMILES,LMP1 NFkB inh,C8 TRAIL sens,TLR9-MyD88 inh,NOD2 RIPK2 PPI,Vif imaging,NR2F2 inh,NR5A2 inv ag,NCOA3 inh,SRC1 inh,NCOA2 inhibitor,TROY signal inh
COc1ccccc1CNCc1ccc(OC)c2ccccc12,4,0,-9,4,4,7,8,9,-4,-7,-24
Cc1cc(-c2ccc(F)cc2)nc2cc(C(N)=O)nn12,5,-11,7,-5,0,16,9,32,4,-2,5
CC(NC(=O)Nc1ccccn1)N1C(=O)C2C3C=CC(C3)C2C1=O (stereo unspecified),-6,0,3,-5,3,-2,11,1,-5,0,10
Cc1cccc(NC(=O)c2ccoc2C)n1,-13,-6,3,-10,-9,-12,-20,-19,-38,-29,-21
CN(CC(=O)Nc1ccc(F)cc1)C(=O)c1cccc(S(=O)(=O)N2CCN(c3ccc(F)cc3)CC2)c1,13,5,6,5,-27,17,14,-34,5,26,35
O=C(O)CCC(=O)N1CCc2cc(S(=O)(=O)N3CCCCC3)ccc21,-12,-5,5,-11,15,/,-2,10,-7,/,-11
Cn1cnnc1SCC(=O)c1cc2ccccc2o1,3,-2,1,1,-1,-5,2,3,-17,15,-34
CN1CCc2ccccc2C1C1CCNCC1 (stereo unspecified),-4,-8,-14,-4,/,7,-2,17,-6,24,8
CCOc1ccccc1NC(=S)C(=C([O-])c1ccc2c(c1)OCCO2)[n+]1ccc(CC)cc1,/,-1,/,-4,-10,3,13,2,11,-13,-7
CCOc1ccc(NC(=O)c2ccc3c(=O)n4c(nc3c2)CCCCC4)cc1,12,-3,-6,-1,-2,9,-10,6,0,0,-24
COc1ccc(C(=O)NCC(=O)c2ccccc2)cc1,-2,2,6,-2,6,-26,-102,-81,-58,-44,-11
O=S(=O)(NCCc1csc(-c2cccnc2)n1)c1cc(F)ccc1F,5,2,-6,-6,0,-8,-9,-12,-5,13,11

# The list is partial. The share of hits here may be higher or lower than overall.
